Screening results (PubChem BioAssay)
TRPC6 act: activates the mouse TRPC6 cation channel; B-score at 10 µM; HEK293-TRPC6 membrane potential dye fluorescence; hits give high values; hit rate 0.13% among 310,000; Q61143;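 active = B-score of the integrated fluorescence ratio above library mean plus 3 SD, and starting fluorescence ratio within library mean plus 5 SD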;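 also: higher score means more depolarization so channel activation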
TMEM16A act: activators or potentiators of mouse TMEM16A chloride channel. AID 623877. B-score at 10 µM. Q8BHY3. hit rate 0.3% among 340,000. HEK293 TMEM16A/YFP-H148Q/I152L, iodide quench fluorescence; hits give low values;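 active = fluorescence-ratio B-score plate-corrected deviation score at least 3 library SD below zero, with starting fluorescence score within 5 deviations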;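 also: channel opened by trigger with iodide after compound preincubation; score built on the fluorescence ratio of max minus min over baseline; more negative score means more quench and so TMEM16A activation or potentiation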
RGS4 block: human RGS4 inhibition | P49798 | HEK293 M3R/RGS4 inducible, Fluo-4 calcium flux; hits give high values; triggered by carbachol at its EC20 | B-score at 10 µM | hit rate 0.45% among 310,000;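 active = B-score, a plate-corrected calcium signal, over three deviations above library mean, with baseline fluorescence within five deviations of library mean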;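 also: RGS4 expression induced by doxycycline in cells with stable M3 receptor; B-score is computed from the integrated fluorescence ratio over baseline after carbachol; higher B-score means a larger calcium signal and so more RGS4 inhibition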
Target sequence (P49798 whole entry, looked up): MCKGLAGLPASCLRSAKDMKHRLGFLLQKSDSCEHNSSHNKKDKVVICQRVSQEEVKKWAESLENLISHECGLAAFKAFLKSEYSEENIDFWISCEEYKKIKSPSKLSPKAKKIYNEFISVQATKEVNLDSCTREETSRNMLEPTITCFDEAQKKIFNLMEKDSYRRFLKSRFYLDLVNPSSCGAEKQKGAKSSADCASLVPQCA
MrgX1 allo act: human MrgX1 positive allosteric modulation, primary screen | Q96LB2 | MrgX1-HEK293, Fluo-4 calcium flux, FDSS; hits give high values | B-score at 10 µM | hit rate 0.63% among 310,000 | AID 588675;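 active = plate-corrected calcium response at least 3 library SD above typical, normal starting fluorescence, not activating the receptor alone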;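 also: compound read alongside a low EC10 to EC30 dose of BAM8-22 agonist; peak minus trough fluorescence over baseline measured at the second addition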
Target sequence (Q96LB2 whole entry, looked up): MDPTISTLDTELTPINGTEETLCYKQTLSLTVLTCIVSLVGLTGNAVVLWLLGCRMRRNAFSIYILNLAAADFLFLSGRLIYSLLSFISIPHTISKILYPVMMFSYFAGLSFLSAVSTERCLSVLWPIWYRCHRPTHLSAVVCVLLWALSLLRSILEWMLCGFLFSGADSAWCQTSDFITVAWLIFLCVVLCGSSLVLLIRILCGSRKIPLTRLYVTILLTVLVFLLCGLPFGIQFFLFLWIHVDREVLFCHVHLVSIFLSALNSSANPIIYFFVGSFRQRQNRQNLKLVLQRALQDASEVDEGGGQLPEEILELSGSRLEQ
HDAC3 inhib: inhibitors of human histone deacetylase 3 | O15379 | recombinant HDAC3, fluorogenic peptide/trypsin coupled, fluorescence | inhibition, % at 8.3 µM | hit rate 0.15% among 320,000; in the data active = inhibition above about 26%, passing the limit was not always enough
Target sequence (O15379 whole entry, looked up): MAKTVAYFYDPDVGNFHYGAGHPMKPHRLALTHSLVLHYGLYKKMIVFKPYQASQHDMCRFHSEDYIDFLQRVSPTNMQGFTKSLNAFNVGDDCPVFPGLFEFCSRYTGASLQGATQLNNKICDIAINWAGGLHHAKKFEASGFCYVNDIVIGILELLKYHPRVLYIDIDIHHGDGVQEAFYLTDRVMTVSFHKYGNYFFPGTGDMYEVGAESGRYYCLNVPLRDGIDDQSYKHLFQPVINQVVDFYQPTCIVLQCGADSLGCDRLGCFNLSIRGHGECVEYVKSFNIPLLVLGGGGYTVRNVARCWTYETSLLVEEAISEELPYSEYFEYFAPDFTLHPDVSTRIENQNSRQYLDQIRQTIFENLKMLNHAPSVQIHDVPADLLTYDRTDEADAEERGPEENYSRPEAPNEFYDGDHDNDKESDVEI
ANO1 block: blocks the mouse calcium-activated chloride channel TMEM16A; HEK293 TMEM16A/YFP iodide influx fluorescence, ionomycin; hit rate 1.2% among 310,000; normalized B-score (activity score, 25-100; higher = stronger inhibition) at 10 µM; AID 588511;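 active = ratio plate-corrected score three or more library SD toward inhibition, starting fluorescence score within five deviations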;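 also: score derived from kinetic fluorescence span divided by baseline fluorescence per well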
MrgX1 agonist: human MrgX1 receptor agonism, primary screen. hit rate 0.44% among 310,000. MrgX1-HEK293 cells, Fluo-4 calcium fluorescence, agonist mode; hits give high values. B-score at 10 µM. AID 588627;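 active = calcium response B-score plate-corrected fluorescence ratio at least 3 library SD, with starting fluorescence B-score inside 5 SD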
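times = overnight plating, then 30 min 37 °C plus 30 min room-temperature dye loading | assay system = stable human MrgX1 HEK293 cell line | input = fifteen thousand cells per well | signal = kinetic calcium dye fluorescence, Fluo-4 NW | dosing = compound delivered in addition one of three | read-out = B-scored fluorescence response ratio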
TRPC6 inhibitor: blocks the mouse TRPC6 cation channel; AID 2553; B-score at 10 µM; HEK293-TRPC6, membrane potential dye, ACh-evoked depolarization; hits give low values; hit rate 1.1% among 310,000;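 active = B-score under library mean minus 3 SD, initial fluorescence not abnormally high, positive integrated signal ratio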;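 also: B-score derived from integrated fluorescence ratio over the kinetic read; more negative B-score means stronger inhibition of depolarization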
RGS4 pot: potentiators or activators of RGS4; hit rate 0.92% among 310,000; B-score at 10 µM; HEK293 M3R/inducible RGS4, carbachol calcium flux Fluo4; hits give low values;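 active = B-score of the integrated calcium signal more than 4 SD below the library mean, with starting fluorescence not abnormally high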;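 also: negative B-score means reduced calcium response which marks RGS4 activation or potentiation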
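Assay system: Inducible-RGS4 HEK293 cells carrying M3 receptor | Schedule: Compound preincubation 20 min at room temperature before agonist | Signal: Kinetic calcium fluorescence imaging with Fluo4-AM dye, 2 µM | Read-out basis: B score from integrated fluorescence ratio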
SKKanGAS inh: blocks kanamycin growth of S. pyogenes SKKanGAS strain | hit rate 1.3% among 300,000 | BacTiter-Glo, 6 h | inhibition, % at 7.5 µM;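 active = mean replicate score, as percent of positive control median, at least 50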;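 also: strain carries kanamycin resistance gene driven by streptokinase promoter and grows in 40 µg/ml kanamycin; loss of luminescence reflects streptokinase promoter inhibition or plain growth inhibition; 0% = median of DMSO wells and 100% = positive control at its reference dose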
MrgX1 antagonist: human MrgX1 receptor antagonism, primary screen. Q96LB2. MRGX1-HEK293 calcium flux, Fluo-4, BAM8-22 antagonism; hits give low values. B-score at 10 µM. hit rate 1.3% among 310,000. AID 588676;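 active = calcium-response B-score plate-corrected more than 3 library SD below zero, starting fluorescence within 5 deviations, no agonist response on first addition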;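 also: peak minus trough fluorescence over baseline after final BAM8-22 challenge near maximal dose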
The depositor's hits bear a star; i = inactive; · = no result given.

SMILES	TRPC6 act	TMEM16A act	RGS4 block	MrgX1 allo act	HDAC3 inhib	ANO1 block	MrgX1 agonist	TRPC6 inhibitor	RGS4 pot	SKKanGAS inh	MrgX1 antagonist
Cn1c(SCC(=O)Nc2cccc(S(=O)(=O)N3CCOCC3)c2)nnc1-c1ccncc1	i	i	i	i	-2	i	i	i	i	-12	i
COc1cc(C(=O)Nc2ccc3nc4n(c(=O)c3c2)CCCC4)ccc1Br	i	i	i	i	3	i	i	i	i	6	i
COc1ccc(S(=O)(=O)N2CCN=C2SCc2cccc(F)c2)cc1	i	i	i	i	-4	i	i	i	i	4	i
CCS(=O)(=O)CCSc1nc2ccccc2s1	i	i	i	i	2	i	i	i	i	-7	i
CCOC(=O)CCN(Cc1cccs1)S(=O)(=O)c1ccc(Cl)cc1	i	i	i	i	3	i	i	i	i	-8	i
CCOC(=O)CN(C(=O)CSc1nnc(CNc2ccc(C)cc2C)n1CC)c1ccccc1	i	i	i	i	2	i	i	i	i	-3	i
COc1ccc(Cl)cc1C(=O)OCC(=O)N(C)CC(=O)Nc1ccc(F)cc1	i	i	i	i	0	i	i	i	i	5	i
COC(=O)c1ccc(CSc2nnc(SCc3ccc(C(=O)OC)o3)s2)o1	i	i	i	i	3	i	i	i	i	1	i
COc1cc(Cl)cc(/C=C/c2ccc3cccc(O)c3n2)c1OC	i	i	i	i	-1	i	i	i	i	87*	i
COc1cc2c(cc1OC)CN(C(=O)CC1CC3CCC1C3)CC2 (stereo unspecified)	i	i	i	i	0	i	i	i	i	-2	i
O=C(Cc1ccccc1F)Nc1cccc2cccnc12	i	i	i	i	1	i	i	i	i	1	i
COc1ccc(CNC(=O)CSc2nnc(-c3cccnc3)n2N)cc1	i	i	i	i	5	i	i	i	i	5	i
C=CCn1c(CCSCc2ccc(OC)c(C)c2)n[nH]c1=S	i	i	i	i	1	i	i	i	i	-6	i
CCCc1ncc(C(O)c2cccc(OC)c2OC)n1C (stereo unspecified)	i	i	i	i	-9	i	i	i	i	1	i
COc1ccc(S(=O)(=O)N2CCN(c3ccc4nnc(-c5ccc(F)cc5)n4n3)CC2)cc1	i	i	i	i	4	i	i	-6.8*	i	-9	i
Cc1c(Cl)cccc1Nc1nc(N)nc(CN2CCc3ccccc3C2)n1	i	i	i	i	-1	i	i	i	i	80*	i
Fc1ccc2nc(Nc3nc4cc5c(cc4s3)OCCO5)sc2c1	i	i	i	i	-5	i	i	i	i	50*	i
Cc1cccc(N=Cc2cc(Br)cc(Cl)c2O)c1	i	i	i	i	-8	i	i	i	i	29	i
CCN(CC)S(=O)(=O)c1cccc(C(=O)N2CCCc3ccccc32)c1	i	i	i	i	-1	i	i	i	i	-6	i
CC(C)(C)C(=O)CN1CCN(C2c3ccccc3-c3ccccc32)CC1	i	i	i	i	16	i	i	i	i	4	i
Cc1cc(-c2ccccc2)nc(N2CCC(C(=O)NCc3ccccc3Cl)CC2)n1	i	·	i	·	·	·	·	i	i	-4	·
Cn1c2c(c(=O)n(C)c1=O)CN(CCN1CCNCC1)CN2	i	i	i	i	-3	i	i	i	i	-4	i
CCCn1c(N/N=C\C=C\c2ccccc2)nc2c1c(=O)[nH]c(=O)n2C	i	i	i	i	-2	i	i	i	i	-1	i
COc1ccc(C[C@H]2CN3C(=NC[C@@H]3C)N2CCNC(=O)CCC2CCCCC2)cc1	i	i	i	i	-4	i	i	i	i	3	i
Cc1ccc(C)c(NC(=O)NNC(=O)CCc2ccccc2)c1	i	i	i	i	-1	i	i	i	i	-2	i
COc1ccccc1N1CCN(CCCNC(=O)Cn2ncc3c([nH]c4ccccc43)c2=O)CC1	i	i	i	i	-3	i	i	i	i	-5	i
Cc1nccn1CCCNC(=O)C1CCC(=O)N(Cc2ccccc2F)C1 (stereo unspecified)	i	i	i	i	·	i	i	i	i	1	i
Cc1cccc(Nc2ccc(C(=O)N3CCOCC3)cn2)c1	i	i	i	i	0	i	i	i	i	3	i
COc1cccc(N=C2CC(C)(C)CC(=O)/C2=C(/O)c2ccccc2)c1	i	i	i	i	11	i	i	i	i	11	i
Cn1nc(C(F)(F)F)c(-c2ccc(Br)cc2)c1NC(=O)c1cccnc1	i	i	i	i	8	i	i	i	i	41	i
CCOC(=O)N1CCC(N2Cc3cccc(C(=O)Nc4ccc(S(=O)(=O)N(CC)CC)cc4)c3C2=O)CC1	i	i	i	i	-5	i	i	i	i	9	i
COc1cc(NC(=O)COC(=O)C2CC2)c(C)cc1[N+](=O)[O-]	i	i	i	i	-6	i	i	i	i	21	i
Oc1cccc2ccc(/C=C/c3ccc(Br)s3)nc12	i	i	i	i	-2	i	i	i	i	77*	i
O=C(CC1SC(=Nc2ccccc2)N(CCCCO)C1=O)NCc1ccccc1 (stereo unspecified)	i	i	i	i	-2	i	i	i	i	-3	i
CC1(C)Cc2c(sc3nc(-c4ccccc4Cl)n(N)c(=O)c23)CO1	i	i	i	i	14	i	i	i	i	2	i
O=C(N/N=C/c1ccc(OCCCF)cc1)c1cc(OCC(F)(F)F)ccc1OCC(F)(F)F	i	i	i	i	6	i	i	i	i	-4	i
O=C(NCc1ccc(N2CCCC2=O)cc1)C1CCC(=O)N(Cc2ccccc2F)C1 (stereo unspecified)	i	i	i	i	0	i	i	i	i	43	i
CCn1cc(C(=O)NCCCN2CCC(C)CC2)c2cc(OC)c(OC)cc2c1=O	i	i	i	i	3	i	i	i	i	-3	i
CC(C)(C)C1=Nn2c(nnc2-c2n[nH]c3c2CCC3)SC1	·	i	·	i	16	i	i	·	·	·	i
CC(NC(=O)OCc1ccccc1)c1ccccc1 (stereo unspecified)	i	i	i	i	7	i	i	i	i	4	i
COC(=O)Nc1ccc(S(=O)(=O)N2CCCC(C(=O)N3CCN(C)CC3)C2)cc1 (stereo unspecified)	i	i	i	i	-4	i	i	i	i	-4	i
COc1cc(/C=N/NC(=O)C(=O)NCC2CCCO2)ccc1O (stereo unspecified)	i	i	i	i	7	i	i	i	i	17	i
Cc1ccc(C(=O)OCC(=O)NC(C)C)cc1S(=O)(=O)N1CCOCC1	i	i	i	i	2	i	i	i	i	4	i
Cc1ccc(C(=O)CNc2ccccc2)cc1	i	i	i	i	-3	i	i	i	i	4	i
CCOC(=O)N1CCN(c2ncnc3scc(-c4ccccc4)c23)CC1	i	i	i	i	1	i	i	i	i	4	i
Cc1ccc(N(CC(=O)NCc2ccncc2)S(C)(=O)=O)cc1Cl	i	i	i	i	-1	i	i	i	i	17	i
Nc1ncn(-c2ncc(C(F)(F)F)cc2Cl)n1	i	i	i	i	1	i	i	i	i	-7	i
N#CCCN(C(=S)NC(=O)c1ccco1)c1ccccc1F	i	i	i	i	1	i	i	i	i	14	i
O=C(CCN1CCCCCC1)Nc1ccccc1F	i	i	i	i	6	i	i	i	i	-11	i
CC(C)(C)c1cc(C(F)(F)F)nc(SCCCNC(=O)c2ccco2)n1	i	i	i	i	5	i	i	i	i	-1	i
C=CCn1c(SCC(=O)N2CCCC2)nc2scc(-c3cccs3)c2c1=O	i	i	i	i	11	i	i	i	i	-3	i
c1ccc(-c2nnc(-c3ccco3)n2-c2ccccc2)cc1	i	i	i	i	-5	i	i	i	i	0	i
COc1ccc2c(c1)N(C)/C(=C/c1cccc[n+]1C)S2	i	i	i	i	8	i	i	i	-9.4*	25	-5.8*
COc1ccc2c(C)cc(N3CCCCCC3)nc2c1	i	i	i	i	10	i	i	i	-11*	1	i
N=c1sccn1CC(=O)Nc1ccc(Cl)cc1[N+](=O)[O-]	i	i	i	i	·	i	i	i	i	3	i
CCOc1ccc(NC(=O)CCC(=O)c2ccc(-c3ccccc3)cc2)cc1	i	i	i	i	-1	i	i	i	i	0	i
COc1ccc(C2Nc3ccccc3C(=O)N2NS(=O)(=O)c2ccccc2)cc1OC (stereo unspecified)	i	i	i	i	-18	i	i	i	i	-2	i
COc1ccc(N2C(=O)CCC(C(=O)NCCCN3CCC(C)CC3)C2c2ccc(OC)c(OC)c2)cc1 (stereo unspecified)	i	i	i	i	2	i	i	i	i	4	i
Cc1nn(-c2ccccc2)c2c1C1(C(=O)Nc3ccccc31)N1C(=N2)Sc2ccccc21 (stereo unspecified)	i	i	i	i	7	i	i	i	i	12	i
CCOc1cc(/C=C2\SC(=O)N(c3ccc(O)cc3)C2=O)ccc1O	i	i	i	i	-1	i	i	i	i	35	i

More structures follow:
SMILES	TRPC6 act	TMEM16A act	RGS4 block	MrgX1 allo act	HDAC3 inhib	ANO1 block	MrgX1 agonist	TRPC6 inhibitor	RGS4 pot	SKKanGAS inh	MrgX1 antagonist
CC(C)(C)Nc1nc2nonc2nc1NC(C)(C)C	i	i	i	i	1	i	i	i	i	1	i
CN1/C(=C\C(=O)COC(=O)c2ccco2)C(C)(C)c2ccccc21	i	i	i	i	4	i	i	i	i	2	i
COC(=O)c1cc(C(=O)OC)cc(N2C(=O)CC(NNC(=O)c3ccccc3Br)C2=O)c1 (stereo unspecified)	i	i	i	i	-1	i	i	i	i	-1	i
COc1ccc(/C=N/Nc2ncc(C(F)(F)F)cc2Cl)cc1OC	i	i	i	i	0	i	i	i	i	14	i
C=C(C)[C@@H]1CC=C(CN2CCC(CCOC)(C(=O)OCC)CC2)CC1	i	i	i	i	1	i	i	i	i	-1	i
COc1cc(/C=N/NS(=O)(=O)c2ccccc2)c(OC)c(OC)c1	i	i	i	i	-3	i	i	i	i	0	i
